M4 ag: agonists of human muscarinic M4 receptor (CHRM4) | activation, % at 3 µM | CHO-K1 hM4/Gqi5, Fluo-8 calcium fluorescence; vehicle 0%, full acetylcholine response 100% | AID 624127 | 360,000 compounds, 0.14% hits | P08173;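 active = activation above the run mean over all test wells plus 3 SD, cut at about 32% in these data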;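 note: peak over basal fluorescence ratio per well then scaled between controls; 0% = DMSO wells and 100% = acetylcholine at EC100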
Target sequence (P08173 whole entry, looked up): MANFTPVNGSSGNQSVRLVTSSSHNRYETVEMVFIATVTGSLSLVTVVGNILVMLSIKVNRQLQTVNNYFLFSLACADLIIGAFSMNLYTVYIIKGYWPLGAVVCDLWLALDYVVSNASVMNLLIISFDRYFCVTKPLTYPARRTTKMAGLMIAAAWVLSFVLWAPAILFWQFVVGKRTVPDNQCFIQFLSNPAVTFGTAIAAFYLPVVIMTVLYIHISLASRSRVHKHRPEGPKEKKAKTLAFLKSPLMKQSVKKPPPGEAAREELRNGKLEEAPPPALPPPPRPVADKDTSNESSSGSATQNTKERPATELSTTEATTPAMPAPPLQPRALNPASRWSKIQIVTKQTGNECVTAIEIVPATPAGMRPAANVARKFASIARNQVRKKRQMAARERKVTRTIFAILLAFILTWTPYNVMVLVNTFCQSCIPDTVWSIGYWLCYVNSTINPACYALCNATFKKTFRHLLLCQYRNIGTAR
M4 antag: CHRM4 antagonism in calcium assay. P08173. CHO-hM4 cells, ACh EC80, Fluo-8 calcium fluorescence. inhibition, % at 3 µM. 360,000 compounds, 0.73% hits. AID 624125;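 active = inhibition above its plate's cutoff, the mean inhibition of sample wells plus 3 SD, cut at about 27% in these data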;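 note: 0% = acetylcholine EC80 with DMSO and 100% = DMSO without agonist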
CHRM5 PAM: CHRM5 positive allosteric modulation | P08912 | CHO-K1 hM5, Fluo-8 calcium, ACh EC20 PAM; 0% = ACh EC20, 100% = ACh EC100 | activation, % at 3 µM | 360,000 compounds, 0.3% hits | AID 624038;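 active = activation above the run cutoff, the mean activation of all test compounds plus 3 SD, cut at about 18% in these data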
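System: CHO-K1 hM5 cells. Reagent: acetylcholine, EC20 level. Compound dosing: single dose, 3 µM nominal final test concentration. Timing: Post-acetylcholine fluorescence recording 140 s. Detection: Fluo-8 calcium fluorescence. Read-out: % activation, ACh-normalized. Benchmarks: ACh EC20 and EC100 wells. Repeats: singlicate, one well per test compound.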
CHRM1 antagonist: human CHRM1 antagonism; P11229; CHO-K1 hM1, Fluo-8 calcium fluorescence, ACh EC80 antagonist; inhibition, % at 3 µM; 360,000 compounds, 1.3% hits;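 active = percent inhibition above its own plate's cutoff, namely the mean of that plate's compound wells plus 3 SD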;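 note: peak over basal fluorescence ratio during 140 s after agonist addition; 0% = ACh EC80 plus DMSO and 100% = DMSO alone without agonist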
Target sequence (P11229 whole entry, looked up): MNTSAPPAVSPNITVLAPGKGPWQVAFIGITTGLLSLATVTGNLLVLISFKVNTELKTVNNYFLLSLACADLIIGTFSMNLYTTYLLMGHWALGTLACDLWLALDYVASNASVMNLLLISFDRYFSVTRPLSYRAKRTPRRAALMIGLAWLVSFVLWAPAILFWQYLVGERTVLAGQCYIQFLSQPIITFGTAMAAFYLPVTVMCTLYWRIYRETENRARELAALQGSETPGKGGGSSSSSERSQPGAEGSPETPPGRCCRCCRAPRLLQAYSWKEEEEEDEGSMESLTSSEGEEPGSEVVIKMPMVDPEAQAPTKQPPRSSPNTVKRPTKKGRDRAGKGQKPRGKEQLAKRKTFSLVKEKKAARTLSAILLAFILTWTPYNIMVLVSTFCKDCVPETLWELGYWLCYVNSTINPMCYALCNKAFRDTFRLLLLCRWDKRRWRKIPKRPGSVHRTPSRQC
CHRM1 PAM: potentiates human M1 receptor response to acetylcholine; activation, % at 3 µM; CHO-K1 hM1, Fluo-8 calcium fluorescence, ACh EC20; 0% = ACh EC20, 100% = maximal ACh; 360,000 compounds, 0.088% hits; in the data active = activation above about 19%, passing the limit was not always enough
TAAR1 agonist: agonists of human TAAR1 | AID 624467 | Q96RJ0 | activation, % at 3 µM | CHO RD-HGA16 TAAR1, Fluo-8 calcium fluorescence; vehicle wells 0%, saturating PEA agonist 100% | 360,000 compounds, 0.99% hits;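 active = activation above the mean activation of all test compounds in the run plus 3 SD, cut at about 38% in these data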
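Benchmarks: low control DMSO, high control PEA (EC100); System: CHO RD-HGA16 cells carrying human TAAR1 plus Gα16; Detection: Fluo-8 fluorescence, 5 s baseline then 140 s kinetic read; Schedule: 17-24 h plating, Fluo-8 75 min 37 °C, 30 min RT; Read-out basis: % activation from peak over basal fluorescence ratio, DMSO-to-PEA scaled.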
CHRM5 agonist: CHRM5 agonism in calcium assay; P08912; CHO-K1 hM5 cells, Fluo-8 calcium fluorescence; 0% DMSO wells, 100% maximal acetylcholine response; activation, % at 3 µM; 360,000 compounds, 0.19% hits; AID 624037;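 active = activation above the run's mean over test compounds plus 3 SD, cut at about 23% in these data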;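 note: signal is peak over basal fluorescence ratio across the kinetic read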
M1 ag: human M1 muscarinic receptor agonism; P11229; 360,000 compounds, 0.33% hits; AID 588814; activation, % at 3 µM; CHO-K1 hM1, Fluo-8 calcium fluorescence, agonist mode; 0% DMSO, 100% acetylcholine EC100;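 active = activation above the run's mean compound activation plus 3 SD, cut at about 16% in these data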;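 note: peak over basal fluorescence ratio within a 140 s kinetic read after compound addition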
CHRM5 antagonist: antagonists of human muscarinic M5 receptor (CHRM5) | AID 624040 | inhibition, % at 3 µM | 360,000 compounds, 0.59% hits | CHO-hM5 cells, Fluo-8 calcium fluorescence, ACh EC80 | P08912;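 active = inhibition above a per-plate cutoff, the mean of that plate's test compounds plus 3 SD, cut at about 27% in these data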;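 note: 0% = acetylcholine EC80 with DMSO and 100% = DMSO without agonist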
Active calls of the source: *; nt = not tested or not shown. This is a subset; the hit share may differ from the screen's.

SMILES	M4 ag	M4 antag	CHRM5 PAM	CHRM1 antagonist	CHRM1 PAM	TAAR1 agonist	CHRM5 agonist	M1 ag	CHRM5 antagonist
CC1CCN(c2c([N+](=O)[O-])c(=O)n(-c3ccccc3)c3ccccc23)CC1	2	13	-4	12	-1	7	-2	-1	3
Cc1ccc(NC(=O)Cc2ncon2)cc1Cl	2	3	0	5	1	13	4	-1	9
CN(C(=O)c1ccc(NC(=O)Cc2cccc(NC(=O)C3CCN(C(=O)CCc4ccccc4)CC3)c2)cc1)C1CCCC1	4	-2	1	2	7	2	3	0	5
O=c1[nH]cc(F)c(=O)n1C1OC(CO)C(O)C1O (stereo unspecified)	2	-2	-2	nt	nt	3	3	nt	-7
CC1CCN(C(=O)CSc2nnc(CN3CCOCC3)n2-c2ccccc2)CC1	0	8	-3	20	-3	1	1	-5	-1
CC1=C([N+](=O)[O-])C(c2cccc(Br)c2)C2=C(N1)c1ccccc1C2=O (stereo unspecified)	2	2	-2	1	7	14	1	-1	-1
O=C(NC1CCCCC1)NS(=O)(=O)c1ccc2c(c1)CCC2	0	-13	-8	-9	3	3	0	-8	7
O=C(c1ccco1)N1CCN(C(=O)c2cc(Cl)nc3ccccc23)CC1	1	-7	11	13	-4	2	-4	-3	-12
COc1ccccc1OCc1ccc(C(=O)NCc2ccco2)o1	1	3	-4	-13	6	0	1	-6	3
O=C1Nc2ccccc2N(O)N1c1ccc(S(=O)(=O)N2CCCCCC2)cc1	0	-1	-2	-6	7	1	-3	-7	1
Cc1cc(=O)[nH]c(N/N=C/c2ccc(N(C)C)cc2)n1	0	-6	2	-5	7	4	-7	-6	-14
CC(C)Cn1c(CCCNC(=O)c2ccc(F)cc2)nc2ccccc21	5	-12	-7	-6	0	1	0	-6	1
O=C(/C=C/c1ccccc1Br)c1ccc2c(c1)OCO2	-2	21	-14	20	-24	-6	-8	-13	12
O=C(CN1C(=O)c2ccccc2C1=O)Nc1ccccc1C(F)(F)F	0	-6	4	10	-7	-1	-2	-1	15
CC(=C\c1ccccc1)/C=C1/SC(=O)N(CCCC(=O)Nc2ccc(C(=O)O)cc2)C1=O	1	1	2	-8	8	3	0	-5	4
O=C1c2ccccc2N2C(=O)c3ccccc3C2N1O (stereo unspecified)	-1	1	1	-10	9	14	-4	-5	-1
C/C(CC(=O)Nc1cccc(C(F)(F)F)c1)=N\NC(=O)c1ccncc1	5	-1	-4	-6	7	9	1	-3	17
C=C(C)CN(CC)C(=O)COc1ccc(S(=O)(=O)Nc2ccc(OC)cc2)cc1	15	7	-13	0	3	63*	20	21*	7
CC1=C(C#N)C(NC(=O)c2ccco2)(C(F)(F)F)C(=O)N1 (stereo unspecified)	0	6	6	-16	13	1	2	-1	-11
Cc1ccc(NC2=C(N3CCOCC3)C(=O)c3ccccc3C2=O)cc1	0	-1	-3	-9	3	13	0	-2	-1

Entries listed so far with bromine, in the order listed:
SMILES	M4 ag	M4 antag	CHRM5 PAM	CHRM1 antagonist	CHRM1 PAM	TAAR1 agonist	CHRM5 agonist	M1 ag	CHRM5 antagonist
CC1=C([N+](=O)[O-])C(c2cccc(Br)c2)C2=C(N1)c1ccccc1C2=O (stereo unspecified)	2	2	-2	1	7	14	1	-1	-1
O=C(/C=C/c1ccccc1Br)c1ccc2c(c1)OCO2	-2	21	-14	20	-24	-6	-8	-13	12

(continued)
SMILES	M4 ag	M4 antag	CHRM5 PAM	CHRM1 antagonist	CHRM1 PAM	TAAR1 agonist	CHRM5 agonist	M1 ag	CHRM5 antagonist
Cc1ccc2cc3cc(C(=O)NCCCN4CCc5ccccc5C4)oc3nc2c1	2	-6	-4	-14	-15	1	-8	-7	4
C[C@@H]1CN([C@H](C)CO)S(=O)(=O)c2ccc(C#Cc3ccccc3F)cc2O[C@H]1CN(C)C(=O)c1ccc2c(c1)OCO2	16	18	-11	27*	-11	34	5	5	7
O=C(NCC(c1ccco1)N1CCc2ccccc2C1)c1ccc(Cl)cc1 (stereo unspecified)	2	-9	-6	6	-1	74*	-4	-6	1
COCCn1c(SCC(=O)Nc2cc(C)on2)nc2ccccc2c1=O	0	-4	4	-5	18	2	1	4	6
CCCc1cc(=O)oc2c(C)c(OCC(=O)Nc3cccnc3)ccc12	2	-2	1	-14	7	1	-2	-2	7
O=C(OCC(=O)N1CCCc2ccccc21)c1cccc(S(=O)(=O)N2CCc3ccccc32)c1	0	0	-5	-5	7	4	-1	-10	0
CC(C)CCN1CCN(Cc2cc(F)ccc2-n2cccn2)CC1CCO (stereo unspecified)	1	-6	5	-10	10	0	-17	-4	0
C[C@@H]1CC[C@@]2(O[C@@H](CCO)C[C@H](O)[C@H]2O)O1	0	14	4	5	-10	1	3	-3	2
CCOC(=O)N1CCN(CC(O)COC2CC(C)CCC2C(C)C)CC1 (stereo unspecified)	2	-6	-4	3	-6	9	-5	-5	11
CCCN(Cc1cc2ccc(C)cc2[nH]c1=O)C(=O)c1ccccn1	1	4	-4	-5	9	-2	-1	1	6
Cc1nn(Cc2ccccc2)c(C)c1NC(=O)CCC(=O)O	1	-3	4	-7	10	8	4	1	-2
CC(=O)c1cccc(S(=O)(=O)N2CCCC(c3nc4c(nnn4Cc4ccc(C)cc4)c(=O)[nH]3)C2)c1 (stereo unspecified)	0	-5	-1	2	2	0	-3	-7	10
CCC1Oc2ccccc2N(CC(=O)Nc2ccc3c(c2)OCCO3)C1=O (stereo unspecified)	4	-4	0	-3	3	22	4	-4	-4
CC(=O)N1CCN(c2ccccc2NC(=S)NC(=O)c2cc3ccccc3o2)CC1	4	-4	-2	20	-3	5	-3	-3	5
CC1CCN(c2nc3ccc(C(=O)N4CCN(Cc5ccc6c(c5)OCO6)CC4)cc3s2)CC1	4	-10	-12	29*	-17	-2	-4	-11	0
COC(=O)C1=C(C)C(c2ccc(OC)cc2OC)NC(=O)N1 (stereo unspecified)	0	-12	-6	-11	6	10	-2	-3	3
CCC(C)(C)n1nnnc1C(c1ccccc1OC)N1CCSCC1 (stereo unspecified)	-2	10	3	-11	12	10	-3	-9	-6
O=Cc1ccc(N2CCCCC2)cc1	4	-2	-5	0	3	3	-2	-8	-3
Cc1ccc(NC(=O)C2CCCN2C(=O)c2cccs2)cc1C (stereo unspecified)	0	-4	8	-3	7	-3	1	-3	11
N#C/C(=C\c1ccc(O)c([N+](=O)[O-])c1)C(=O)NCc1ccccc1	0	5	-7	1	2	-1	2	0	4
COc1ccccc1C(=O)OCC(=O)N1CCC(Cc2ccccc2)CC1	2	9	-6	-1	0	14	-6	-5	21
O=C(COC(=O)c1cc(Cl)nc(Cl)c1)NCc1ccc2c(c1)OCO2	0	12	-13	5	4	12	2	-1	7
C=CC[C@H](CC(=O)N[C@H](CO)Cc1ccccc1)C(=O)N[C@@H](COC(=O)[C@@H](CC=C)Cc1ccc(F)cc1)Cc1c[nH]c2ccccc12	4	10	1	6	-2	19	0	-3	9
CC1CN(C(=S)Nc2ccccc2F)CC(C)O1 (stereo unspecified)	1	4	-1	-10	4	11	-2	-2	-1
CCOCCCNC(=O)c1c[nH]c2ccc(C)cc2c1=O	7	1	-12	-5	1	12	0	-1	10
CC(=O)Nc1ccc(NC(=O)Nc2ccc3c(c2)N(C)C(=O)CS3)cc1	1	-3	1	7	-5	2	0	-2	-3
CCN(c1ccccc1)S(=O)(=O)c1ccc(C(=O)NC2CCN(Cc3ccccc3)CC2)cc1	25	46*	-43	66*	-30	nt	0	7	22
CSc1ccccc1C(=O)OCC(=O)NCCN1C(=O)CSC1=O	0	10	-1	5	-4	8	-1	-3	6
COc1ccc(N2CCN(c3nc(=S)n(-c4ccccc4)c(C)c3C(C)=O)CC2)cc1	1	8	-1	14	-11	0	-1	-9	0
Cc1cc(O)ccc1NC(=S)NC(=O)c1cncc(Br)c1	6	8	7	-9	8	5	1	0	10
CCSc1nnc(NC(=O)CC(C)C)s1	1	-6	1	-2	6	5	-3	-3	7
O=C(CSc1ccc(Br)cc1)NCC(c1cccs1)N1CCOCC1 (stereo unspecified)	10	-9	-15	11	-8	3	3	-2	10
O=C(Cc1csc(NC(=O)Nc2cccc(Cl)c2)n1)NCc1ccccn1	18	12	-12	2	-2	14	2	1	16
O=C1CNC(=S)N1CCc1ccc(Cl)cc1	3	9	3	7	-3	2	-1	-3	-1
COc1ccc2oc(=O)c(-c3cn4ccc(C)cc4n3)cc2c1	3	-5	0	-2	5	2	2	-8	11
C=CCn1c(C)cc(-c2csc(NC(=O)CCc3nc4ccccc4c(=O)[nH]3)n2)c1C	6	2	1	2	-4	6	2	-6	3
O=C(CSc1nnc(-c2cccnc2)o1)Nc1nccs1	1	-4	6	-8	7	0	-2	-1	5
Cc1c(Cl)cccc1NC(=O)CCCn1cnc([N+](=O)[O-])n1	1	-4	4	6	0	0	2	-2	1

Among those listed so far, these have fluorine.
SMILES	M4 ag	M4 antag	CHRM5 PAM	CHRM1 antagonist	CHRM1 PAM	TAAR1 agonist	CHRM5 agonist	M1 ag	CHRM5 antagonist
O=c1[nH]cc(F)c(=O)n1C1OC(CO)C(O)C1O (stereo unspecified)	2	-2	-2	nt	nt	3	3	nt	-7
CC(C)Cn1c(CCCNC(=O)c2ccc(F)cc2)nc2ccccc21	5	-12	-7	-6	0	1	0	-6	1
O=C(CN1C(=O)c2ccccc2C1=O)Nc1ccccc1C(F)(F)F	0	-6	4	10	-7	-1	-2	-1	15
C/C(CC(=O)Nc1cccc(C(F)(F)F)c1)=N\NC(=O)c1ccncc1	5	-1	-4	-6	7	9	1	-3	17
CC1=C(C#N)C(NC(=O)c2ccco2)(C(F)(F)F)C(=O)N1 (stereo unspecified)	0	6	6	-16	13	1	2	-1	-11
C[C@@H]1CN([C@H](C)CO)S(=O)(=O)c2ccc(C#Cc3ccccc3F)cc2O[C@H]1CN(C)C(=O)c1ccc2c(c1)OCO2	16	18	-11	27*	-11	34	5	5	7
CC(C)CCN1CCN(Cc2cc(F)ccc2-n2cccn2)CC1CCO (stereo unspecified)	1	-6	5	-10	10	0	-17	-4	0
C=CC[C@H](CC(=O)N[C@H](CO)Cc1ccccc1)C(=O)N[C@@H](COC(=O)[C@@H](CC=C)Cc1ccc(F)cc1)Cc1c[nH]c2ccccc12	4	10	1	6	-2	19	0	-3	9
CC1CN(C(=S)Nc2ccccc2F)CC(C)O1 (stereo unspecified)	1	4	-1	-10	4	11	-2	-2	-1
